# HIV peptide binding: inhibitors of HIV fusion peptide binding, primary screen, biochemical, uHTS, fluorescence dequenching (AID 1986); cell-free peptide binding, fluorescence dequenching, 30 min; higher % means a stronger effect; one-dose inhibition, % at 20 µM; IC50 in µM for titrated hits; 0.3% of 290,000 active; in the data active = inhibition mostly above about 52%, no sharp cut-off; inactive = mostly below about 76%; note: some results filed as inactive read as strong as hits
# KOR beta-arrestin-1: kappa opioid receptor blockers – cell-based, luminescence, uHTS (AID 1778) | one-dose inhibition, % at 10 µM; IC50 in µM for titrated hits | KOR beta-arrestin recruitment, luminescence, antagonist mode; higher % means a stronger effect | 0.091% of 290,000 active; in the data active = inhibition above about 50%; note: strong numbers were not always called active
# AID2073: inhibitors of Mint1-CaV2.2 protein interaction, biochemical, HTRF (AID 2073); HTRF protein-protein interaction, Mint1-CaV2.2; higher % means a stronger effect; one-dose inhibition, % at 20 µM; IC50 in µM for titrated hits; 0.19% of 290,000 active; in the data active = inhibition mostly above about 51%, no sharp cut-off; note: some results filed as inactive read as strong as hits
# SIAH1 antagonists: blockers of Siah-1 interaction with plectin peptide – biochemical, fluorescence polarization, rhodamine-plectin, uHTS, primary screen (AID 1817). Siah-1 / rhodamine-plectin peptide fluorescence polarization; higher % means a stronger effect. one-dose displacement, % at 20 µM; IC50 in µM for titrated hits. 0.02% of 290,000 active;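 active = displacement of at least 50% at 20 µM, with a fluorescence ratio check between 0.3 and a set limit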;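 note: plate controls were Siah plus tracer with DMSO for no effect and tracer alone without Siah for full effect; strong numbers were not always called active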
# KOR beta-arrestin-2: kappa opioid receptor activators – cell-based, luminescence, uHTS, primary screen (AID 1777) | KOR beta-arrestin recruitment, luminescence; higher % means a stronger effect | one-dose activation, % at 10 µM; EC50 in µM for titrated hits | 0.02% of 280,000 active; in the data active = activation above about 50%, passing the limit was not always enough; note: a part of the inactive calls stands beside numbers as strong as those of hits
# GPR55 LPI antagonism: inhibition of LPI-stimulated GPR55 beta-arrestin translocation – imaging, U2OS, beta-arrestin-GFP, LPI agonist, primary screen (AID 2013); U2OS GPR55 beta-arrestin-GFP translocation imaging, LPI antagonism; higher % means a stronger effect; inhibition, % at 10 µM; hits with a dose series show IC50 in µM; 0.13% of 290,000 active;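 active = spots per cell inhibited over 60%, with over 100 cells counted and total cytoplasm intensity under 500,000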;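 note: U2OS cells stably carrying GPR55 and arrestin-GFP stimulated by 5 µM LPI near EC80; imaged beta-arrestin-GFP aggregate spots per cell after agonist stimulation; plate controls were LPI-stimulated DMSO wells for no effect and DMSO wells without LPI for full effect; some results filed as inactive read as strong as hits; confirmed hits need IC50 under 10 µM and bright autofluorescent wells are also inconclusive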
# NOD1 inhibition: inhibition of NOD1-driven NF-kB reporter – cell-based, luminescence, uHTS, primary screen (AID 1578); NOD1-driven NF-kB luciferase reporter cells, luminescence; higher % means a stronger effect; one-dose inhibition, % at 4 µM; EC50 in µM for titrated hits; 1% of 290,000 active; in the data active = inhibition mostly above about 36%, no sharp cut-off; inactive = mostly below about 34%;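 note: HEK-293T reporter cells stimulated with the NOD1 agonist gamma-tri-DAP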
# GPR55 activation: selective activators of receptor GPR55 – imaging, U2OS cells, beta-arrestin-GFP redistribution, primary screen (AID 1961); U2OS GPR55 beta-arrestin-GFP redistribution imaging; higher % means a stronger effect; activation, % at 10 µM; hits with a dose series show EC50 in µM; 0.048% of 290,000 active;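 active = activation above 40% with more than 50 cells counted in the well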;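 note: U2OS osteosarcoma cells stably expressing GPR55 and beta-arrestin-GFP; plate controls were DMSO negative control for no effect and LPI positive control for full effect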
# GPR35 antagonists: GPR35 antagonists blocking zaprinast-driven arrestin recruitment, primary screen, imaging, U2OS, beta-arrestin-GFP, zaprinast agonist (AID 2058). U2OS GPR35 beta-arrestin-GFP translocation imaging, zaprinast antagonism; higher % means a stronger effect. inhibition, % at 10 µM; hits with a dose series show IC50 in µM. 0.052% of 290,000 active;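 active = inhibition of at least 50% with at least 30 cells and total cytoplasm GFP at most 10,000,000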
# The depositor's hits bear a star; x = no result given; [ ] = remark or other dose. Only part of the results is shown; count on the stated rates, not on these rows.
GPR55 activation	GPR55 LPI antagonism	AID2073	KOR beta-arrestin-1	HIV peptide binding	KOR beta-arrestin-2	NOD1 inhibition	GPR35 antagonists	SIAH1 antagonists	Structure
0.2%	-6%	-4%	-17%	-0.6%	-1.2%	-13%	2%	6%	CCCOc1ccc(N2C(=O)CC(N3CCN(C(=O)c4ccco4)CC3)C2=O)cc1 (configuration not stated)
-0.2%	-4%	-3%	14%	-1.2%	-5.5%	1%	-14%	6%	CNC(=O)c1[nH]cnc1C(=O)N[C@@H](CCCCNC(=O)OC(C)(C)C)C(=O)OC(C)(C)C
0.4%	32%	1%	-29%	-1.2%	3.6%	2%	17%	1%	COc1ccccc1-n1c(CNC(=O)c2ccco2)nnc1SCC(=O)Nc1cc(C)ccc1C
0.5%	10%	-3%	-14%	0.3%	6.4%	-4%	-26%	12%	CC(C)C(NC(=O)c1ccccc1Cl)C(=O)OCc1nc2scc(-c3ccccc3Cl)c2c(=O)[nH]1 (configuration not stated)
-0.3%	-3%	8%	43%	2.9%	x	16%	-11%	2%	Cc1ccc(C)c(SCC(=O)OCC(=O)Nc2ccc(S(=O)(=O)N3CCOCC3)cc2)c1
0.0%	0%	13%	27%	11%	-2.2%	3%	-5%	5%	O=C(O)c1cc(S(=O)(=O)N2CCN(C(c3ccccc3)c3ccccc3)CC2)ccc1Cl
0.3%	8%	32%	36%	3.7%	2.9%	-3%	6%	3%	Brc1ccc(-c2csc(Nc3nc(-c4ccc(Br)cc4)cs3)n2)cc1
1.2%	-8%	-16%	-42%	-0.5%	2.9%	-23%	-3%	3%	Cc1cc(C(=O)CSc2n[nH]c(N)n2)c(C)n1-c1ccccc1
-0.2%	-9%	5%	5%	-1.3%	-3.1%	-20%	2%	0%	COc1ccc(N(CC(=O)Nc2ccccc2C(=O)N2CCCC2)S(C)(=O)=O)cc1
0.2%	10%	6%	-32%	-1.3%	-1.9%	-1%	3%	10%	Cc1ccc(Cn2c(=O)sc3ccccc3c2=O)cc1
0.1%	17%	0%	-20%	-0.8%	8.5%	-13%	-4%	-2%	CC1CC1C(=O)OCC(=O)NC(=O)NCc1ccco1 (configuration not stated)
-0.1%	2%	1%	32%	-1.5%	-7.0%	15%	4%	1%	CCc1ccc(CN(C)C(=O)C2CCC(=O)N(CC3CCCCC3)C2)cc1 (configuration not stated)
0.0%	17%	-4%	23%	0.4%	-3.6%	-19%	-2%	0%	Cc1nc2sc(C(c3ccc(Cl)cc3)N3CCN(c4ccccc4F)CC3)c(O)n2n1 (configuration not stated)
-0.1%	22%	-1%	-6%	-1.1%	0.7%	20%	5%	0%	Cc1ccc(-c2csc(N(CCCN3CCOCC3)C(=O)c3ccco3)n2)cc1
0.3%	2%	31%	x	54%*	6.3%	56%	-8%	2%	CCN1CCN(Cc2c(O)ccc3c2O/C(=C\C=C\c2ccccc2)C3=O)CC1
-0.1%	-7%	-2%	-8%	1.8%	-3.6%	-17%	8%	2%	O=C(c1ccc2c3c(cccc13)C(=O)N(O)C2=O)N1CCCCC1
-0.6%	-7%	28%	-8%	1.0%	2.1%	-15%	10%	4%	Cc1ccccc1N1C(=O)C2ON(c3ccccc3)C(c3ccco3)C2C1=O (configuration not stated)
-0.2%	-4%	-14%	6%	-3.6%	-11%	17%	5%	2%	CCC(c1nnnn1Cc1ccco1)N(CCN1CCOCC1)Cc1cc2cc(C)ccc2[nH]c1=O (configuration not stated)
-0.1%	-2%	-1%	36%	-0.7%	-1.5%	-2%	4%	1%	CC(C)(O)C#Cc1ccc(C(=O)N2CCN(c3ccc(Cl)cc3)CC2)cc1
0.0%	9%	26%	-27%	5.6%	-3.1%	6%	5%	-3%	COc1ccc(C2Nc3ccccc3C(=O)N2Cc2ccco2)cc1COc1ccccc1F (configuration not stated)

# Arranged by molecular weight (largest number first): some entries from above.
GPR55 activation	GPR55 LPI antagonism	AID2073	KOR beta-arrestin-1	HIV peptide binding	KOR beta-arrestin-2	NOD1 inhibition	GPR35 antagonists	SIAH1 antagonists	Structure
0.3%	8%	32%	36%	3.7%	2.9%	-3%	6%	3%	Brc1ccc(-c2csc(Nc3nc(-c4ccc(Br)cc4)cs3)n2)cc1
-0.1%	22%	-1%	-6%	-1.1%	0.7%	20%	5%	0%	Cc1ccc(-c2csc(N(CCCN3CCOCC3)C(=O)c3ccco3)n2)cc1
1.2%	-8%	-16%	-42%	-0.5%	2.9%	-23%	-3%	3%	Cc1cc(C(=O)CSc2n[nH]c(N)n2)c(C)n1-c1ccccc1
-0.1%	-7%	-2%	-8%	1.8%	-3.6%	-17%	8%	2%	O=C(c1ccc2c3c(cccc13)C(=O)N(O)C2=O)N1CCCCC1
0.2%	10%	6%	-32%	-1.3%	-1.9%	-1%	3%	10%	Cc1ccc(Cn2c(=O)sc3ccccc3c2=O)cc1

# A different layout for some results above:
# The line under a structure holds: GPR55 activation, GPR55 LPI antagonism, AID2073, KOR beta-arrestin-1, HIV peptide binding, KOR beta-arrestin-2, NOD1 inhibition, GPR35 antagonists, SIAH1 antagonists
> CNC(=O)c1[nH]cnc1C(=O)N[C@@H](CCCCNC(=O)OC(C)(C)C)C(=O)OC(C)(C)C
→ -0.2%, -4%, -3%, 14%, -1.2%, -5.5%, 1%, -14%, 6%
> Cc1ccc(-c2csc(N(CCCN3CCOCC3)C(=O)c3ccco3)n2)cc1
→ -0.1%, 22%, -1%, -6%, -1.1%, 0.7%, 20%, 5%, 0%

# Following part.
GPR55 activation	GPR55 LPI antagonism	AID2073	KOR beta-arrestin-1	HIV peptide binding	KOR beta-arrestin-2	NOD1 inhibition	GPR35 antagonists	SIAH1 antagonists	Structure
-0.1%	0%	4%	-21%	-0.7%	-0.5%	10%	-2%	-2%	O=C(C1CC1)N1CCc2cc(Br)cc(S(=O)(=O)N3CCN(c4ccccn4)CC3)c21
0.0%	14%	17%	13%	7.5%	1.5%	-12%	26%	-7%	COc1cc(/C=C2/SC(=S)N(Cc3ccccc3)C2=O)cc(OC)c1O
-0.1%	5%	17%	1%	-3.1%	4.1%	-19%	8%	-2%	O=C(O)CCc1nn2cnc3sc4c(c3c2nc1=O)CCCC4
0.0%	16%	11%	22%	-3.9%	-1.4%	13%	17%	9%	CCOc1cc(C(=O)OCC(=O)NC(C)c2ccccc2)ccc1OCC(=O)N1CCOCC1 (configuration not stated)
-0.1%	-3%	-22%	38%	42%	-0.3%	4%	4%	0%	O=C(CN1CCN(C(=O)c2ccco2)CC1)N1CCc2[nH]c3ccccc3c2C1
0.0%	25%	29%	28%	-0.9%	1.0%	-10%	-17%	4%	Cc1ccc(-c2nc(-c3nccc4ccccc34)oc2-c2ccccc2)cc1
-0.3%	-2%	-2%	-20%	27%	1.4%	-33%	-2%	-1%	CC(C)Oc1ccc(C(=O)NCc2cccnc2)cc1
-0.1%	2%	9%	12%	-2.1%	4.2%	-7%	5%	8%	O=C(NCCc1nc2ccccc2[nH]1)/C(=C/c1ccc(F)cc1)NC(=O)c1ccco1
-0.4%	-8%	8%	4%	0.2%	-2.9%	-35%	13%	6%	O=c1c(-c2n[nH]c(=S)n2-c2ccccc2)cccn1Cc1cccc(Cl)c1
0.7%	-2%	4%	9%	67%*	3.3%	-12%	24%	38%	O=C(O)c1ccc(-n2ncc3c2/C(=C/c2cccc([N+](=O)[O-])c2)CC3)cc1
0.0%	17%	5%	-8%	0.9%	0.0%	-26%	3%	3%	COc1ccc(CCNC(=O)CCNC(=O)c2ccco2)cc1
0.2%	10%	-1%	1%	1.7%	-4.4%	-2%	14%	6%	Cc1ccc(S(=O)(=O)N(C)CC(=O)NC2CCCC2)cc1
-0.2%	-15%	-8%	6%	-0.5%	1.9%	-20%	14%	6%	CC1CCCc2sc3nc(N4CCN(CCO)CC4)n4ncnc4c3c21 (configuration not stated)
0.1%	-3%	-2%	-34%	0.3%	1.0%	-17%	15%	0%	O=C(N/N=C/c1ccc(OC(F)F)cc1OC(F)F)NC1CCCCC1
-0.1%	-2%	13%	-33%[20 µM]	0.1%	x	-6%	14%	0%	CCCc1cc(=O)n2[nH]c(C)c(-c3ccc(OC)cc3)c2n1
-0.3%	-9%	2%	-24%[20 µM]	0.5%	-5.1%	-29%	0%	3%	CS(=O)(=O)N(CC(=O)NCCSCc1ccccc1Cl)c1ccccc1F
0.0%	-4%	-11%	10%	1.3%	-0.9%	-69%	0%	5%	CCn1ccc(C(=O)Nc2cccc(Cl)c2)n1
-0.1%	4%	-4%	-8%	-1.6%	-3.0%	13%	-13%	-5%	CCOC(=O)C1(P(=O)(c2ccccc2)c2ccccc2)CCC1
-1.9%	1%	22%	-16%	0.3%	-0.5%	-10%	0%	4%	Cn1c(N)c(C(=O)CSc2nnc(-c3ccccc3F)n2N)c(=O)n(C)c1=O
-0.2%	7%	-20%	-18%	-1.3%	1.8%	13%	6%	4%	CC(C)NC(=S)Nc1ccc2cn[nH]c2c1
-0.1%	22%	3%	-22%	-1.0%	-3.6%	-27%	3%	6%	Clc1ccc(OCc2nn3c(-c4ccncc4)nnc3s2)cc1
-0.2%	5%	10%	-30%	5.8%	-1.8%	16%	-4%	-2%	CCOC(=O)c1c(-c2ccc(C)o2)csc1NC(=O)CSc1nncs1
0.2%	6%	-1%	4%	3.0%	0.6%	-21%	3%	8%	C[N+]12CCC(CC1)C(OC(=O)C(O)(c1ccccc1)c1ccccc1)C2 (configuration not stated)
0.3%	5%	-8%	-29%	1.9%	0.5%	3%	7%	2%	COc1ccc(N(CC(=O)NC2CCCC2)C(=O)c2ccc(C)s2)cc1OC
-0.2%	-4%	2%	x	-0.9%	5.7%	-21%	1%	3%	CCc1ccc(NC(=O)c2ccc(Cn3cc([N+](=O)[O-])cn3)cc2)cc1
0.0%	3%	8%	29%	2.1%	4.6%	-8%	-4%	0%	Cc1cccc(NC(=S)N(Cc2cccs2)Cc2cc3cc(C)ccc3[nH]c2=O)c1
0.2%	7%	10%	-28%[20 µM]	2.4%	-0.3%	-31%	-4%	4%	Cn1c(CNC(=O)c2ccccc2F)nnc1SCCOc1ccccc1
-0.2%	-19%	46%	16%	-1.1%	-2.9%	-42%	-8%	2%	Cc1nn2c(-c3ccccc3)c(-c3ccccc3)nc2[nH]c1=O
0.4%	-8%	13%	-38%	-2.0%	1.4%	16%	6%	-5%	Cc1nc(-c2ccc(S(=O)(=O)N3CCN(C(c4ccccc4)c4ccccc4)CC3)s2)cs1
0.6%	-13%	8%	0%	1.9%	4.5%	57%	-11%	-2%	CCN(CC)Cc1c(C(=O)N/N=C/c2ccccn2)nnn1-c1nonc1N

# Assay outcomes: PubChem BioAssay, Sanford-Burnham Center for Chemical Genomics
